HIV RNase H inh – blocks HIV-1 RNase H cleavage of RNA/DNA duplex; RT-RNase H RNA/DNA duplex cleavage, fluorescence; P04585; AID 565; inhibition, % at 10 µM; actives 1.9% (n = 65,000); in the data active = inhibition above about 50%
RmlC RmlD mix – inhibitors of RmlC and RmlD coupled enzymes | RmlC/RmlD coupled enzyme inhibition, 384-well mixture HTS | inhibition, % at 5.5 µM | actives 0.39% (n = 110,000) | AID 1532; in the data active = inhibition above about 30%, passing the limit was not always enough; note: strong numbers were not always called active
* marks the source's active call; other numbers are inactive results; · = not tested or not shown.

cpd	canonical_smiles	HIV RNase H inh	RmlC RmlD mix
1	O=C(CCCCCN1C(=O)c2ccccc2C1=O)NCc1ccco1	-7.3	-10.4
2	CCN1CCCC1CNC(=O)Cn1cccc1C(=O)c1ccccc1 (stereo not given)	-11.7	-10.5
3	O=c1cc(-c2ccccc2)nc2nc[nH]n12	·	-9.3
4	CCc1cc2c(=O)c(-c3nc4ccccc4[nH]3)coc2c(CN2CCCC(C)C2)c1O (stereo not given)	5.9	·
5	CCC(C)Oc1ccccc1C1CC(=O)NC2=C1C(=O)CCC2 (stereo not given)	-0.9	-19.2
6	O=C(NCCC1=CCCCC1)C1CCCN(S(=O)(=O)c2cnc[nH]2)C1 (stereo not given)	-5.5	6.2
7	O=C(Cn1cnc2c(nnn2Cc2ccc(Cl)cc2)c1=O)N1CCN(c2ccccc2)CC1	-11.4	4.3
8	COC(=O)C(Cc1ccc(OC(=O)c2ccc(C(F)(F)F)cc2)cc1)N1Cc2ccccc2C1=O (stereo not given)	·	21.6
9	CCOC(=O)C1CCCN(CC(=O)Nc2c(C(=O)OC)[nH]c3ccc(C)cc23)C1 (stereo not given)	8.2	5.9
10	COc1ccc(CNc2ccc(C)cc2)cc1Br	·	5.2
11	COc1cc(-c2noc(CCCC(=O)NCc3ccccc3)n2)cc(OC)c1OC	·	9.2
12	O=c1[nH]c(=O)n(CCOc2ccc(Cl)cc2)cc1Br	-33.2	6.2
13	CCOC(=O)CS(=O)(=O)c1nc(-c2ccccc2)cc(C(F)(F)F)n1	20.0	7.9
14	Cc1ccc(SCC2(O)CCN(C(=O)c3ccc(Cl)cc3)CC2)cc1	·	-3.8
15	CC(/C=N/NC(=O)Cc1cc(=O)[nH][nH]1)=C\c1ccccc1	·	1.4
16	CCS(=O)(=O)N1CCN(CC2CC3C=CC2C3)CC1 (stereo not given)	0.9	-11.7
17	OC(CCCN1CCC(O)(c2ccc(Cl)cc2)CC1)c1ccc(F)cc1 (stereo not given)	-2.4	-11.0
18	Cc1cccc(-c2c3c(=O)n(C)c(=O)n(C)c3c3cccnn23)c1	-10.1	-2.9
19	Cn1c(=O)n(CC(=O)N2CCC3(CC2)OCCO3)c(=O)c2ccccc21	3.8	1.6
20	COc1ccccc1NC(=O)Cn1nc(-c2ccc(Cl)cc2)c2ccccc2c1=O	·	-11.8
21	CCc1nnc(NC(=O)CSc2ncnc3scc(-c4ccc(C)cc4)c23)s1	·	-9.6
22	CCCc1nc2scc(-c3ccccc3)c2c(=O)n1N	-4.7	-4.1
23	COc1cc(/C=C/C(C)=O)cc(OC)c1OC	·	5.1
24	CC(=O)c1ccc(N2CCN(C(=O)c3cc4c(=O)n(C)c5ccccc5c4n3C)CC2)cc1	-7.3	·
25	Cc1ccc(S(=O)(=O)NC(CC(=O)NCC2CCCO2)c2ccco2)cc1 (stereo not given)	-1.5	-4.6
26	Cc1ccc(C(=O)N2CCN(C(=O)c3ccc(C)c(C)c3)C(C)C2)cc1C (stereo not given)	-0.7	·
27	C=CCNc1nc(N2CCOCC2)nc(N2CCOCC2)n1	·	-13.9
28	O=S(=O)(/N=C(/Nc1cccc2ccccc12)c1ccccc1)c1cccs1	·	10.4
29	Cc1noc(C)c1CSc1nc2[nH]ncc2c(=O)n1-c1ccccc1	-18.4	0.5
30	COc1cc(S(=O)(=O)NCCN2CCOCC2)c(OC)cc1Cl	-6.0	3.2
31	O=C(Nc1ccc2c(c1)nc1n2CCN(C2CCCCC2)C1)NC1CCCCC1	·	12.2
32	CCOC(=O)N1CCN(C(=O)c2ccc(S(=O)(=O)c3ccc(C)cc3)c(NC(C)=O)c2)CC1	-8.4	-3.7
33	CCOC(=O)c1sc2nc(N3CCCC3)c3c(c2c1N)CC(C)(C)OC3	6.5	45.1*
34	Cc1cc(Nc2ccccc2)nc(-c2ccccc2O)n1	-8.8	0.7
35	O=C(Oc1cccc(Nc2ncnc3ccccc23)c1)c1ccccc1Cl	·	-14.8
36	COc1ccc(/C(O)=C2/C(=O)C(=O)N(CC3CCCO3)C2c2cccc(OC)c2)cc1 (stereo not given)	0.7	2.2

Whole records, quoted from the list.
Record of `C=CCNc1nc(N2CCOCC2)nc(N2CCOCC2)n1` : HIV RNase H inh = ·; RmlC RmlD mix = -13.9
Record of `O=S(=O)(/N=C(/Nc1cccc2ccccc12)c1ccccc1)c1cccs1` : HIV RNase H inh = ·; RmlC RmlD mix = 10.4
Record of `Cc1ccc(C(=O)N2CCN(C(=O)c3ccc(C)c(C)c3)C(C)C2)cc1C` (stereo not given) : HIV RNase H inh = -0.7; RmlC RmlD mix = ·

(continued)
cpd	canonical_smiles	HIV RNase H inh	RmlC RmlD mix
37	CCc1nnc(NC(=O)c2ccc(S(=O)(=O)N3CCN(Cc4ccccc4)CC3)cc2)s1	10.8	9.9
38	Cc1ccc(OCc2nc(C#N)c(NCc3ccco3)o2)cc1	-64.2	12.2
39	O=C(Cn1ccsc1=NC(=O)C(F)(F)F)c1ccccc1	·	-15.9
40	COC(=O)C1=C(N)OC2=C(C(=O)CCC2)C1c1cccs1 (stereo not given)	-35.8	-12.2
41	COc1cccc(C2N(c3ccc(Cl)cc3)C(=O)C3CCCN32)c1 (stereo not given)	-8.7	-13.4
42	Cn1c2c(c(=O)n(C)c1=O)C(CC(=O)Nc1ccccc1)C(=O)N2 (stereo not given)	1.1	10.1
43	COc1nc(-c2ccccc2)ccc1-c1noc(-c2ccc(F)cc2)n1	48.0	·
44	O=C(c1cccc(C(F)(F)F)c1)N1CCCC1	-11.3	-19.2
45	O=C(NC1=NCCS1)c1ccc(OCC2CCCO2)cc1 (stereo not given)	-0.9	-6.4
46	O=C1C(c2ccc(F)cc2)N(Cc2ccc3c(c2)OCO3)C(=O)CN1C1CCCC1 (stereo not given)	0.1	8.0
47	COc1cc(OC)nc(NC2OC(=O)c3ccccc32)n1 (stereo not given)	0.1	15.6
48	COc1ccc(OCCCC(=O)N2CCCc3ccccc32)cc1	-28.5	-3.2
49	Cc1nc(N2CCN(S(=O)(=O)c3cccc4nonc34)CC2)c2c3c(sc2n1)CCCC3	25.3	8.0
50	CCSc1nnc(NC(=O)Cc2ccccc2OC)s1	·	-1.0
51	COc1ccc(N2CCN(c3ccc(NC(=O)c4ccc5c(c4)OCO5)cc3C#N)CC2)cc1	16.6	10.2
52	CN1CCc2c(sc3c2C(=O)NC(c2cn(Cc4ccccc4)c4ccccc24)N3)C1 (stereo not given)	9.1	-2.5
53	Cc1onc(-c2ccccc2Cl)c1C(=O)N(C)C1CCCCC1	-14.7	-11.4
54	O=C(CSc1nnc(-c2cccnc2)n1-c1ccccc1)Nc1ccccc1	·	-11.7
55	O=C(Nc1cccc2ccccc12)c1onc2c1CCCC2	·	3.9
56	O=C(NCC(=O)N(Cc1ccccc1)C(C(=O)NC1CCCCC1)c1ccco1)c1ccco1 (stereo not given)	·	4.1
57	COc1ccc(OCc2cccc(C(=O)N3CCCC3)c2)cc1	-17.4	-6.4
58	CC(=O)c1cccc(NC(=O)c2ccco2)c1	-13.2	-8.6
59	COc1ccc(N(CC(=O)NCCSc2ccccn2)S(C)(=O)=O)cc1Cl	-24.8	23.9
60	CSc1nnc(-c2sccc2OCc2ccc(C)cc2)n1C	·	14.7
61	O=C(Nc1ccc(C(=O)N2CCCC2)cc1)c1ccccc1F	-4.2	-26.9
62	O=C(c1cc2n(n1)C(C(F)(F)F)CC(c1ccco1)N2)N1CCN(c2ccccn2)CC1 (stereo not given)	-1.1	4.6
63	CCOc1ccc(Cl)cc1/C=N/O	-25.4	1.9
64	Cc1ccc2c(c1)CC1(CN2C)C(=O)NC(=O)N(C(C)C)C1=O (stereo not given)	8.2	16.2
65	CCN(c1ccccc1)S(=O)(=O)c1ccc(OCC(=O)Nc2cc(C)on2)cc1	·	-7.5
66	CCOC(=O)C1=C(C)N=C2SC(C)C(=O)N2C1c1ccc(OC(C)=O)c(OCC)c1 (stereo not given)	0.8	·
67	Cc1ccccc1-n1nnnc1SCC(N)=O	-17.3	-13.3
68	COc1ccc(OC)c(NC(=O)C2CCN(S(=O)(=O)c3cccs3)CC2)c1	2.7	-8.3
69	COc1ccccc1N1CCN(C(=O)CSc2nc3ccccc3[nH]2)CC1	·	-22.3
70	CCOC(=O)CSC1=C(C#N)C(c2ccc(OC)cc2)C2=C(CC(C)(C)CC2=O)N1 (stereo not given)	1.2	2.2
71	C=CCc1ccc(OCCOCCOc2ccc(C)cc2[N+](=O)[O-])c(OC)c1	·	-10.9
72	CCOC(=O)[C@]1(C#N)[C@@H]2C=CC(C(C)=O)=CN2[C@@H](C(N)=O)[C@@H]1c1ccsc1	-5.8	12.4

Retrieved one by one from the entries so far, two records:
cpd	canonical_smiles	HIV RNase H inh	RmlC RmlD mix
48	COc1ccc(OCCCC(=O)N2CCCc3ccccc32)cc1	-28.5	-3.2
46	O=C1C(c2ccc(F)cc2)N(Cc2ccc3c(c2)OCO3)C(=O)CN1C1CCCC1 (stereo not given)	0.1	8.0

More compounds:
cpd	canonical_smiles	HIV RNase H inh	RmlC RmlD mix
73	COc1cccc(Nc2nc(N)nc(C(F)(F)F)n2)c1	-10.0	-33.4
74	CC(=O)N1CCN(c2ccc(NC(=O)c3ccc(C)cc3)cc2)CC1	·	8.6
75	O=C(O)Cc1ccc(-c2ccccc2)cc1	-6.3	·
76	Cc1cc(N2CCOCC2)nc(NCc2ccccc2)n1	-9.6	-11.8
77	O=[N+]([O-])c1ccc(/C=N\N2CCN(c3ccc(Cl)cc3)CC2)cc1	·	-20.5
78	COc1ccc(N(CC(=O)NCc2ccco2)S(C)(=O)=O)cc1	4.6	8.5
79	CCOC(=O)c1c(NC(=O)Cc2cccs2)sc2c1CCCC2	-5.8	27.2
80	Cc1c(C(c2cccc([N+](=O)[O-])c2O)c2c(C)n(C)n(-c3ccccc3)c2=O)c(=O)n(-c2ccccc2)n1C	·	7.6
81	O=C(CCC(=O)N(CC(=O)NC1CCCCC1)c1ccc2c(c1)OCO2)Nc1ccccn1	-8.0	-13.4
82	COc1cc(CC(=O)Nc2sccc2C(N)=O)cc(OC)c1OC	-19.3	11.8
83	COc1ccc(/C(O)=C2\C(=O)C(=O)N(CCN3CCOCC3)C2c2ccccc2OC)cc1 (stereo not given)	-6.4	·
84	COC(=O)[C@@H]1C[C@@]2(Br)c3ccccc3N(S(=O)(=O)c3ccccc3)[C@H]2N1C(=O)OC	·	5.1
85	COc1ccc(-c2nc(C3CCCCC3)no2)cc1OC	-8.5	-12.2
86	O=C(CCNS(=O)(=O)c1ccccc1C(F)(F)F)NCc1ccc2c(c1)OCO2	·	-14.0
87	Cc1ccccc1NC(=O)C1CCCN1C(=O)NC1CCCCC1 (stereo not given)	-6.5	-3.2
88	CC(C)C(=O)Nc1cc(C(F)(F)F)ccc1N1CCOCC1	-2.0	10.6
89	CCCn1c(=O)c2ccccc2n2c(SCc3cc(=O)n4ccsc4n3)nnc12	-16.1	·
90	Cc1ccc(C)c(OCCn2cc(/C=C(\C#N)C(=O)NCc3cccs3)c3ccccc32)c1	·	13.8
91	O=C(c1cc2cc(Cl)cc(Cl)c2oc1=O)N1CCOCC1	-11.8	8.3
92	CCS(=O)(=O)c1ccc(NC(=O)c2ccccc2Cl)c(O)c1	-5.7	10.6
93	N=c1n(CCO)c2ccccc2n1CCOc1ccccc1	3.6	-13.8
94	CC(C)c1ccc2oc(=O)cc(CN3CCN(c4ccccc4)CC3)c2c1	-11.8	-12.1
95	Cc1cccc(N2C(=O)CC(N3CCOCC3)C2=O)c1 (stereo not given)	-2.9	11.6
96	CCOC(=O)N1CCN(S(=O)(=O)c2cc(Br)cc3c2N(C(=O)C2CC2)CC3)CC1	7.0	·
97	Cn1c(CCNC(=O)c2ccccc2)nc2cc(NC(=O)C3CCCCC3)ccc21	·	9.8
98	O=S(=O)(NC1CC1)c1cccc(S(=O)(=O)N2CCCC2)c1	0.5	12.2
99	CCn1cc(C(=O)OCc2cccc(Br)c2)c(=O)c2ccc(C)nc21	-16.9	22.2
100	COc1ccc(S(=O)(=O)N2CCC(C(=O)Nc3ccccc3C)CC2)c2cccnc12	-51.9	-26.5
101	O=C(NCCc1nc(-c2ccccc2Cl)no1)c1ccccc1	·	6.2
102	Cc1cccc(C)c1N(CC(O)Cn1c2ccccc2c2ccccc21)S(C)(=O)=O (stereo not given)	·	-16.8
103	CN(C)c1nc(N(C)C)nc(N(C#N)CCOc2ccccc2)n1	·	-4.2
104	CCCn1c(NC(=O)c2ccco2)nc2ccccc21	-29.9	-4.8
105	Cn1nc(C(=O)NCC2CCCO2)c2ccccc2c1=O (stereo not given)	-12.6	-9.1
106	CC(=NCc1ccco1)c1c(O)n(C2CCCCC2)c(=O)[nH]c1=O	-14.3	6.3
107	CC(C)(C)C1CCC(OC(=O)c2ccncc2)CC1 (stereo not given)	-9.6	7.2
108	O=c1[nH]c2ccccc2nc1C(Cl)c1ccccc1 (stereo not given)	·	4.8
109	O=C(CCl)Nc1ccccc1Sc1ccc(Cl)cc1	·	-0.6
110	CN(C)S(=O)(=O)N(CC(=O)Nc1ccccc1C(F)(F)F)c1ccccc1	6.5	31.3
111	COc1cccc(CNCC(=O)N2C(C)CCCC2C)c1 (stereo not given)	1.9	8.9
112	COc1ccc(-n2c(C)c(C(C)=O)c(C(C)=O)c2C)cc1OC	-5.4	4.5
113	CNC(=O)c1[nH]cnc1C(=O)N[C@@H](CC(C)C)C(=O)OC(C)(C)C	·	-13.2
114	CC(=O)Nc1cccc(NC(=O)CSc2nnc(Cc3cccn3C)n2CCc2ccccc2)c1	-17.8	-8.8
115	COc1ccc(CNC(=O)[C@@H]2CC=C[C@@H]3CCN(Cc4ccc(Cl)c(Cl)c4)C(=O)[C@@H]32)cc1	·	8.4
116	Cc1ccc(NC(=O)CCC(=O)OC(C(=O)c2ccc(C)c(C)c2)c2ccccc2)c(C)c1 (stereo not given)	·	4.4
117	O=C(CSc1nnc(-c2cccnc2)n1-c1ccccc1)N1CCN(c2ccc(F)cc2)CC1	·	1.4
118	O=C(O)c1cc(C(F)(F)F)nc2ccccc12	·	-14.3

Screening results as filed in PubChem BioAssay.

Some of the compounds tested. The share of hits here may be higher or lower than overall.
